# Screening results: PubChem, several laboratories
# MC4R barr agon = human MC4R agonism via beta-arrestin | AID 540308 | activation, % at 8.9 µM | U2OS MC4R beta-arrestin complementation, luminescence; percent of melanotan II response, DMSO zero | P32245 | actives 0.98% (n = 360,000);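 active = activation above a per-plate cutoff, the mean activation of sample wells on that plate plus 3 SD, cut at about 8% in these data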
# NOD2 RIPK2 PPI = inhibitors of human NOD2-RIPK2 interaction; O43353; CHO BLA complementation NOD2-RIPK2, CCF4 ratio; inhibition, % at 4.98 µM; actives 0.38% (n = 360,000); in the data active = inhibition above about 21%;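 also: 0% = vehicle only and 100% = reference blocker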
# NCOA1 inh = human NCOA1 inhibition; Q15788; HEK293 GAL4-SRC1 luciferase reporter, luminescence; inhibition, % at 3.6 µM; actives 0.12% (n = 360,000); AID 588354;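 active = inhibition above the campaign mean plus 3 SD, with each screening campaign given its own cutoff, cut at about 60% in these data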;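 also: 0% = DMSO treated cells and 100% = gossypol at 36 µM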
# NR5A2 inv ag = suppresses constitutive activity of human LRH-1. AID 602396. actives 0.13% (n = 360,000). HEK293T StAR-luciferase reporter, LRH-1 transfected, 24 h. O00482. inhibition, % at 3.6 µM;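 active = inhibition above the mean inhibition of all tested compounds plus 3 SD, cut at about 73% in these data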;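 also: 0% = DMSO wells and 100% = reporter-only cells lacking LRH-1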
# EBV LMP1 NFkB = inhibitors of Epstein-Barr LMP1-induced NF-kappaB reporter. actives 0.69% (n = 350,000). inhibition, % at 12.5 µM. AID 504558. LMP1-induced NF-kappaB luciferase reporter cells, luminescence; in the data active = inhibition above about 41%;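 also: 0% = neutral control wells and 100% = reference inhibitor control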
# TLR9-MyD88 inh = blocks human TLR9 binding to MyD88. inhibition, % at 4.98 µM. CHO BLA complementation TLR9-MyD88, CCF4 FRET ratio. AID 504734. Q9NR96+Q99836. actives 0.21% (n = 340,000);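 active = inhibition above the mean over all tested compounds plus 3 SD, cut at about 21% in these data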;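 also: 0% = DMSO only wells and 100% = clavulanate BLA inhibitor control wells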
# NR2F2 inh = NR2F2 (human) inhibition, primary screen; P24468; HEK293T NGFI-A luciferase reporter, luminescence; inhibition, % at 8.6 µM; actives 0.7% (n = 370,000); AID 686940;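 active = inhibition above a per-plate cutoff, mean inhibition of test wells between control levels plus 3 SD, cut at about 38% in these data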;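 also: cells cotransfected with COUP-TFII expression vector driving the NGFI-A reporter; 0% = median of COUP-TF2 test wells and 100% = reporter-only cells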
# NCOA3 inh = inhibits human SRC3 coactivator. Q9Y6Q9. HEK293 GAL4-SRC3 luciferase reporter, luminescence. inhibition, % at 3.6 µM. actives 0.17% (n = 360,000);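 active = inhibition above a per-campaign cutoff, the mean of all compounds plus 3 SD, cut at about 60% in these data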;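 also: 0% = DMSO-treated cells and 100% = gossypol-treated cells at 36 µM; higher means less SRC3-driven luciferase light from the GAL4 reporter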
# Target sequence (Q9Y6Q9 whole entry, looked up, the tested form may be a part): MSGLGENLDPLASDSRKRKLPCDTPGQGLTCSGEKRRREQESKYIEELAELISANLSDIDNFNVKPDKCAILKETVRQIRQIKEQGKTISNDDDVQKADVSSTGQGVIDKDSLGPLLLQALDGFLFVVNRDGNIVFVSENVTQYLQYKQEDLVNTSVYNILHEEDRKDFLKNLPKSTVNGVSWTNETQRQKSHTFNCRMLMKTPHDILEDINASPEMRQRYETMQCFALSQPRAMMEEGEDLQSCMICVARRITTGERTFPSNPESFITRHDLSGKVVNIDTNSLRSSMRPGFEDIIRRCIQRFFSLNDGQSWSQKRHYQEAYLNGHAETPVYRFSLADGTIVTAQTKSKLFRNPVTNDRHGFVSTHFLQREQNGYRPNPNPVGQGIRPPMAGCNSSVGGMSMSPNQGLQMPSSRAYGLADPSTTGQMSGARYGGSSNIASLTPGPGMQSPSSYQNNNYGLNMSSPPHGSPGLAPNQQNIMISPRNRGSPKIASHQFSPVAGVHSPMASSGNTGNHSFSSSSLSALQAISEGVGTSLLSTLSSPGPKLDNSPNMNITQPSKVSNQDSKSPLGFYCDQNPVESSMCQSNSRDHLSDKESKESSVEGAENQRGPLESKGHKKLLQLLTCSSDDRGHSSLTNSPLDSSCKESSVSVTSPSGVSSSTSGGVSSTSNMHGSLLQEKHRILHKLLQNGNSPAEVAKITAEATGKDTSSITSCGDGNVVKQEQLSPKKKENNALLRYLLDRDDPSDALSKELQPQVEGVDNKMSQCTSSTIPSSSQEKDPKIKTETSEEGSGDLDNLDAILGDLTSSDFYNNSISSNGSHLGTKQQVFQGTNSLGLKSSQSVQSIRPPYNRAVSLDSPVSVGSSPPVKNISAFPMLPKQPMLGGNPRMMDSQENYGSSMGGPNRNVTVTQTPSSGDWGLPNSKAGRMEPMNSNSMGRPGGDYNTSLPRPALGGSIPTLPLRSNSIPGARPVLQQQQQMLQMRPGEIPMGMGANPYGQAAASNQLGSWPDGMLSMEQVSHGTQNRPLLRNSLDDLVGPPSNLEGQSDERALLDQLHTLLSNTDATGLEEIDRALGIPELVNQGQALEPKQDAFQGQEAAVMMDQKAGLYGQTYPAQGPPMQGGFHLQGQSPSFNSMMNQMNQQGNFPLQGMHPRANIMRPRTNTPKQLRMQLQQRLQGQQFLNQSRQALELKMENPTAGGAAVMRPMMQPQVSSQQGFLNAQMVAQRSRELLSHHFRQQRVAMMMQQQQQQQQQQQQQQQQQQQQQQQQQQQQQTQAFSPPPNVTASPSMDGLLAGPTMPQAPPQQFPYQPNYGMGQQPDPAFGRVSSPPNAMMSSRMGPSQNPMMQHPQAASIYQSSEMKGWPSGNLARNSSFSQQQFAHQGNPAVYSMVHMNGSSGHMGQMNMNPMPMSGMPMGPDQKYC
# MC4R antag cAMP = antagonists of human melanocortin 4 receptor (MC4R) | actives 0.48% (n = 360,000) | inhibition, % at 6.5 µM | MC4R-expressing cells, MTII-stimulated cAMP, LANCE TR-FRET | P32245;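 active = inhibition above its plate's cutoff, the mean of tested wells on that plate plus 3 SD, cut at about 29% in these data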;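 also: 0% = Melanotan II alone and 100% = Melanotan II plus saturating MCL0020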
#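 System: U2OS-MC4R stable cell line; Technique: Eu-cAMP/anti-cAMP TR-FRET, emission 671 nm; Repeats: single well per compound; Also added: Melanotan II; Dosing: one concentration, 6.5 µM nominal; Schedule: 30-min compound, 1-h challenge, 1-h detection, room temperature.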
# NCOA2 inhibitor = inhibits human steroid receptor coactivator 2 | Q15596 | HEK293 GAL4-SRC2 luciferase reporter, luminescence | inhibition, % at 9 µM | actives 0.17% (n = 370,000) | AID 651957;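 active = inhibition above the mean inhibition of all tested compounds plus 3 SD, set per campaign, cut at about 52% in these data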;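 also: 0% = DMSO treated cells and 100% = cells given Gossypol at 36 µM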
# ABHD5-PLIN5 inh = blocks binding of human ABHD5 to perilipin-5. Q00G26+Q8WTS1. Split G. princeps luciferase complementation, luminescence, 4 h. inhibition, % at 4 µM. actives 0.78% (n = 360,000);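 active = inhibition above the mean inhibition across every tested compound plus 3 SD, cut at about 22% in these data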;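 also: 0% = DMSO only wells and the 100% control is not disclosed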
# * hit, by the source's call; . = not tested or not shown; & = joins results of further samples. This is a subset. The share of hits here may be higher or lower than overall.
SMILES,MC4R barr agon,NOD2 RIPK2 PPI,NCOA1 inh,NR5A2 inv ag,EBV LMP1 NFkB,TLR9-MyD88 inh,NR2F2 inh,NCOA3 inh,MC4R antag cAMP,NCOA2 inhibitor,ABHD5-PLIN5 inh
COC(=O)c1sc(N(C)C)c(C#N)c1-c1ccccc1,-0.3,-16,-14,18,3,.,2,-15,3,-12,1
COc1ccccc1CNC(=O)C(NC(=O)C1CCCCC1)C(C)C (stereo not given),-3.1,-9,-27,14,-2,8,4,2,-2,12,-6
O=C(COC(=O)C12CC3CC(CC(O)(C3)C1)C2)Nc1cccc(Br)c1,-2.8,3,-18,7,-2,4,-23,11,7,-3,5
CCCCC1CCC(C(=O)NC2CCS(=O)(=O)C2)CC1 (stereo not given),0.6,-9,11,6,4,4,0,2,0,16,0
CC(C)c1ccc(CNC(=O)C2CC(=O)N(C3CCCCC3)C2)cc1 (stereo not given),-0.6,3,-2,-1,-21,-6,-20,6,3,22,0
Cc1ccc(S(=O)(=O)N(CC(=O)Nc2ccc(C)cc2C)C(=O)N2CCN(C)CC2)cc1,-0.6,-3,-14,-6,2,2,2,8,5,20,4
O=C(/C=C/c1ccccc1)NC(=S)Nc1ccc(CN2CCOCC2)cc1,-0.8,-3,3,9,3,-11,-3,-4,8,19,1
CC(C)(C)c1nnc2sc(SCC(=O)N3CCCCC3)nn2c1=O,-0.9,-18,19,18,4,8,7,11,8,-4,-3
CCc1ccc(S(=O)(=O)Nc2c(C)nc3nc[nH]n3c2=O)cc1,0.1,-11,6,-10,-2,-4,0,-1,4,9,10
Cc1ccccc1S(=O)(=O)Cc1ccc(C(=O)N2CCN(c3ccccc3F)CC2)o1,-1.4,7,-221,-3,9,1,9,-15,-6,2,7
CC1(C(=O)NS(=O)(=O)Cc2ccccc2)CCN1C(=O)c1ccc(C2CCCCC2)cc1 (stereo not given),0.0,-1,-10,3,.,.,-2,0,3,-16,-1
COCCNC(=O)c1cc(S(=O)(=O)N(C)c2ccccc2OC)ccc1C,1.7,-1,-1,-3,-3,-1,-6,7,-3,-22,-5
CCC(C)C(NC(N)=O)C(=O)Nc1ccc(S(=O)(=O)Nc2ccc(OC)cc2)cc1 (stereo not given),-0.7,-10,-6,-5,-10,3,6,15,1,-1,5
NC(=O)CSc1nnc(Cn2c(=O)sc3ccccc32)n1-c1cccc(Cl)c1,0.7,1,12,10,0,-9,-13,3,-2,9,2
CCc1ccc(NC(=O)N(Cc2cccnc2)Cc2ccco2)cc1,0.1,-6,9,7,1,-1,12,9,4,-3,-2

# Compounds from the list above with two or more sulfur atoms:
SMILES,MC4R barr agon,NOD2 RIPK2 PPI,NCOA1 inh,NR5A2 inv ag,EBV LMP1 NFkB,TLR9-MyD88 inh,NR2F2 inh,NCOA3 inh,MC4R antag cAMP,NCOA2 inhibitor,ABHD5-PLIN5 inh
CC(C)(C)c1nnc2sc(SCC(=O)N3CCCCC3)nn2c1=O,-0.9,-18,19,18,4,8,7,11,8,-4,-3
NC(=O)CSc1nnc(Cn2c(=O)sc3ccccc32)n1-c1cccc(Cl)c1,0.7,1,12,10,0,-9,-13,3,-2,9,2

# (listing goes on)
SMILES,MC4R barr agon,NOD2 RIPK2 PPI,NCOA1 inh,NR5A2 inv ag,EBV LMP1 NFkB,TLR9-MyD88 inh,NR2F2 inh,NCOA3 inh,MC4R antag cAMP,NCOA2 inhibitor,ABHD5-PLIN5 inh
CS(=O)(=O)c1ccc(S(=O)(=O)N2CCN(C(=O)C(O)c3ccccc3)CC2)cc1 (stereo not given),.,1,.,17,.,.,9,.,.,0,0
O=c1oc2ccccc2n1CCn1c2ccccc2c2nc3ccccc3nc21,3.8,-4,1,5,10,9,1,-1,-3,3,-4
Cc1sc(N)c(C(=O)c2ccccc2Cl)c1C,0.7,-10,-30,-18,-2,-3,-5,17,10,2,-6
O=C(CSc1ncnc2c1cnn2Cc1ccccc1)Nc1ccc2c(c1)OCCO2,2.5,-11,8,52,-18,5,8,-7,7,3,-4
COc1ccccc1CCN=C(N)NS(=O)(=O)c1ccc(F)cc1,-0.6,-4,6,18,6,-2,-10,10,-3,1,1
c1ccc2c(c1)ccn2CCCN1CCCCC1,0.0,-7,-4,2,-8,4,-3,5,0,-17,5
CCOC(=O)C1(Cc2cccc(F)c2)CCN(Cc2cnc(C)s2)CC1,-1.9,5,7,-8,2,-6,14,2,28,16,-15
O=C(CCc1ccccc1)Nc1cccnc1Cl,-1.3,-8,-43,-15,-7,2,-11,6,13,-38,-1
CC1=C(C(=O)OC(C)C)C(c2ccsc2)NC(=O)N1C (stereo not given),0.2,-9,6,8,-9,-2,10,4,2,-28,4
c1ccc2[nH]c(-c3ccnc4ccccc34)nc2c1,-0.6&0.2,-2&6,-59&-91,-29&-46,-43&2,1&3,-12&-46,-20&-24,-2&-6,-19&-27,1&-1
O=C(CCC(=O)OCc1ccc(Cl)cc1)Nc1cccc([N+](=O)[O-])c1,2.8,-4,7,7,-18,-2,7,-7,-1,0,-7
COC(=O)c1ccccc1NC(=O)c1cccs1,0.5,2,7,0,-2,0,5,14,-12,-24,0
COc1ccc(OCC(=O)Nc2cccc3ncccc23)cc1,-0.3,4,-10,-17,5,4,15,8,6,12,-2
O=C(CSc1nnnn1-c1ccc(F)cc1)NNC(=O)c1ccco1,-3.1,-11,-13,12,-2,-1,-1,8,0,-11,-3
Cc1ccc(OCCOCCN2CCN(C)CC2)c([N+](=O)[O-])c1,-3.3,-5,-13,6,-5,5,12,-7,5,-2,-6
N#CCCN(C(=O)CSc1ncccn1)c1ccc2c(c1)OCCO2,-3.5,-15,-3,5,-4,-1,-34,14,-2,17,-2
CCOC(=O)C(C(=O)OCC)C(Nc1ccccc1)c1ccccc1 (stereo not given),-2.0,-1,2,-16,3,-4,1,23,-8,13,5
O=C(N/N=C/c1ccccn1)c1ccc(S(=O)(=O)N2CCCCCC2)cc1,-0.9,5,16,-14,7,1,13,2,8,2,-9
O=C(NCC1(c2ccccc2)CCCC1)C(=O)NCC1(c2ccccc2)CCCC1,0.8,4,6,-8,1,-1,-2,-1,10,-9,-11
CC1CCCCN1S(=O)(=O)c1ccc2c(c1)CCN2C(=O)C1CC1 (stereo not given),-4.7,-18,8,-3,0,-9,8,-15,-1,-9,2
CC1CCCCC1NC(=O)C1CCN(S(=O)(=O)c2ccc3c(c2)CCC(=O)N3)CC1 (stereo not given),-1.2,-9,8,12,3,-3,-7,8,-7,1,2
Cc1cc(N/N=C/c2ccccc2F)nc(NCc2ccccc2)n1,-1.4,12,0,-7,7,-10,-8,12,9,-33,-3
CCOc1ccc(NC(=O)CCNC(=O)Cn2ccc3ccccc3c2=O)cc1,-1.6,-4,6,1,1,-9,.,12,0,.,0
CN=C1SC(C(=O)Nc2ccccc2Cl)CC(=O)N1c1ccc(OC(F)(F)Cl)cc1 (stereo not given),-1.1,0,1,9,-1,-15,-4,14,3,-2,-5
Cc1ccc(NC(=O)c2ccc(N3C(=O)C4CC=C(Cl)CC4C3=O)cc2)cc1 (stereo not given),2.1,3,-6,-24,-22,3,-11,2,21,-14,-3
N#Cc1ccc(NC(=O)COC(=O)c2cccnc2Cl)cc1,0.3,1,-10,-4,3,-12,5,-5,3,-5,0
O=C(CN1C(=O)CCS(=O)(=O)c2ccccc21)NCCc1ccccc1,-0.7,-10,-8,5,-21,3,-18,0,3,-49,-1
CC(C)c1csc(CN2CCN(Cc3ccc(F)c(F)c3)C(CCO)C2)n1 (stereo not given),-3.5,5,3,-1,5,4,8,11,-1,12,3
CCOC(=O)c1sc(NC(=O)COc2ncnc3ccccc23)c(C(=O)OCC)c1C,3.2,-11,-10,1,7,1,-10,-6,1,-11,1
CCOC(=O)c1cnc(SCC(=O)Nc2cc(OC)cc(OC)c2)nc1N,-0.5,0,-2,20,8,4,26,29,4,-8,-1

# Limited to NR2F2 inh and NCOA3 inh (2 entries from above):
SMILES	NR2F2 inh	NCOA3 inh
N#CCCN(C(=O)CSc1ncccn1)c1ccc2c(c1)OCCO2	-34	14
CCOC(=O)C(C(=O)OCC)C(Nc1ccccc1)c1ccccc1 (stereo not given)	1	23

# Remaining list, next part.
SMILES,MC4R barr agon,NOD2 RIPK2 PPI,NCOA1 inh,NR5A2 inv ag,EBV LMP1 NFkB,TLR9-MyD88 inh,NR2F2 inh,NCOA3 inh,MC4R antag cAMP,NCOA2 inhibitor,ABHD5-PLIN5 inh
CC1=Nc2ccccc2N=C(NC(=O)CN2CCN(c3ccccc3)CC2)C1c1ccccc1 (stereo not given),-0.8,5,2,4,3,-10,9,9,25,-18,-6
CCN(CC(=O)Nc1cccc(OC)c1)c1ncnc2sc(C)c(C)c12,-1.3,-10,18,11,13,-1,26,22,2,20,-6
CCCCNC(=O)c1cc2nc(-c3ccc(OC)cc3)cc(C(F)(F)F)n2n1,2.5,-2,16,9,-1,11,0,2,1,-13,0
COc1ccc(CNC(=O)C2CCCN2S(=O)(=O)c2ccc(F)cc2)cc1 (stereo not given),-2.9,-4,7,3,1,3,-11,4,8,-22,-2
Cc1nn(C)c(C)c1/C=C(/C(=O)C(C)(C)C)n1cncn1,-0.7,12,15,-30,-3,7,12,6,2,5,6
CCOC(=O)c1c(NC(=O)c2ccc(N3C(=O)[C@@H]4[C@H](C3=O)[C@H]3C=C[C@@H]4C3)cc2)sc2c1CCCC2,-0.3,-12,3,0,-13,3,10,13,-3,-6,5
CCc1nc2ccc(C(=O)NCCOc3ccc(OC)cc3)cn2c1N(C)C(=O)Cc1ccccc1,-1.5,1,7,29,.,.,-8,16,-2,-14,2
O=C(Nc1nnc(SCc2cccnc2)s1)C1CC(=O)N(c2ccccc2)C1 (stereo not given),-0.6,-13,0,2,-3,5,3,6,9,-9,-6
CCN(Cc1ccncc1)C(=O)c1ccc2c(c1)S(=O)(=O)c1ccccc1C2=O,-1.0,-7,-13,6,0,1,-11,-3,-19,-23,10
COc1cc(CN(C)CC(=O)c2[nH]c(C)c(C(C)=O)c2C)ccc1OC(F)F,-0.9,-4,-20,21,24,5,25,22,-4,14,-1
COc1cc(NC(=O)COc2cccc3c2OC(C)(C)C3)cc(OC)c1OC,-0.3,-6,8,7,16,7,17,9,-6,-17,5
Cc1ccc(C=NNc2ccc([N+](=O)[O-])cn2)cc1,0.0,15,-115,-79,-64,4,-39,-91,1,-32,-5
O=C(c1cccs1)N1CCN(Cc2cccc([N+](=O)[O-])c2)CC1,0.1,-8,1,13,8,8,-1,14,-7,8,-4
CCOc1ccc2[nH]c(C)c(CN3CCCCC3)c(=O)c2c1,0.3,-5,-3,6,-4,-14,-8,6,0,-68,4
Cn1cnc([N+](=O)[O-])c1Sc1nc2ccccc2[nH]1,-1.1,1,-21,2,.,.,13,-6,-2,5,4
CC1(c2nnnn2-c2ccc3c(c2)OCCO3)CCC(=O)N1CCc1c[nH]c2ccccc12 (stereo not given),.,6,.,-6,.,.,12,.,.,-46,4
N#CCCn1c(Cl)nc2ccccc21,-1.3,-11,-30,5,2,2,4,-8,22,1,-4
